# Source: PubChem BioAssay
# HCV inh: inhibitors of hepatitis C virus infection. Huh7.5.1 HCVcc-Cre infection, luciferase reporter, 44 h. Potency, µM (titrated, usually from 41.8 µM), without a hit: top-dose activity change, negative = inhibition, most hits filed as inhibitors. hit rate 3.4% among 340,000. AID 651820; note: potency is the fitted concentration of half-maximal effect
#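 Infectious HCVcc-Cre (~0.5 moi) was added to cells just after compound, with cells seeded 4 h earlier at 1,000 per well. Luciferase activity after 44 h culture reported infection; substrate was incubated 15 min at room temperature before reading.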
# AmpC detergent: AmpC beta-lactamase inhibition with detergent present; P00811; AmpC hydrolysis of nitrocefin, absorbance 480 nm, 0.01% Triton; hit rate 0.041% among 370,000; Potency, µM (highest dose often 114 µM), for the others: top-dose activity change, negative = inhibition, actives largely listed as inhibitors;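 note: potency is the fitted concentration of half-maximal effect; 0% = no-compound wells and -100% = no-enzyme wells; nearly all actives have a fitted effect of over 25% in size; some results filed as inactive show a strong effect at the top dose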
# Target sequence (P00811 whole entry, looked up): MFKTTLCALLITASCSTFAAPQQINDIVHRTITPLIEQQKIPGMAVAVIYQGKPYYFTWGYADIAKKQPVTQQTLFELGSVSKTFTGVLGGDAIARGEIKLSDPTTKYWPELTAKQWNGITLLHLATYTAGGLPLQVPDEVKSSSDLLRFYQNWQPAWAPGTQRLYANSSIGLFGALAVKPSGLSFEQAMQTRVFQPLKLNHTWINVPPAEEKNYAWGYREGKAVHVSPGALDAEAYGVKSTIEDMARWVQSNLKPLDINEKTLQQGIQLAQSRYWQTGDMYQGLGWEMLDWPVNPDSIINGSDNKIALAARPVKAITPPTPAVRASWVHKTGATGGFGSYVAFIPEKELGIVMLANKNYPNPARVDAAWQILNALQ
#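 AmpC (5.3 nM in the dispensed reagent) in 20 mM phosphate pH 7.0 with 0.01% (detergent screen) or 0.0001% Triton X-100 was preincubated with compounds for 15 min at room temperature. Nitrocefin was then added from an 800 uM solution, and hydrolysis was followed at 480 nm.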
# HCMV inh: blocks human cytomegalovirus replication | hit rate 4.5% among 410,000 | HFF cells, HCMV-luciferase reporter, 72 h; stronger effect = lower value | AID 1259415 | activity change, negative = inhibition, % at 57.5 µM; in the data active = activity change below about -60%; inconclusive = no clear call, values can overlap the other calls; inactive = above about -39%
#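 Two compound doses tested in HFFs infected with HCMV-luciferase, MOI 1 PFU/cell, 72 h at 37C. Lysate luminescence read with OneGlo; data normalized against buffer-only and 10uM Salinomycin inhibitor controls.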
# AMA1-RON2 inh: AMA1-RON2 (P. falciparum) interaction inhibition; AlphaScreen AMA1-biotinylated RON2 peptide binding; Potency, µM (highest dose often 58.2 µM), inactives show top-dose activity change, negative = inhibition, usual class: inhibitors; hit rate 0.2% among 360,000; AID 720542;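 note: potency is the fitted concentration of half-maximal effect; 0% = vehicle wells and -100% = peptide control; nearly all actives have a fitted effect of over 45% in size; some results filed as inactive show a strong effect at the top dose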
#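 AMA1 (3D7) with his tag at 25 nM final met compounds first, then biotinylated RON2 peptide at 25 nM; detection used donor plus acceptor beads, 10 µg/mL apiece, read by AlphaScreen after 30 min at room temperature.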
# TbPYK inhibitor: inhibitors of Trypanosoma brucei pyruvate kinase. Q57TT1. TbPYK enzyme, Kinase-Glo Plus ATP luminescence, 45 min. Potency, µM (series often up to 76.8 µM), for the others: at the top dose activity, negative = inhibition, hits mostly inhibitors. hit rate 0.12% among 410,000; note: potency is the fitted concentration of half-maximal effect; nearly all actives have a fitted effect of over 50% in size
#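 TbPYK + substrate in 50 mM TEA pH 7.2, 100 mM KCl, 10 mM MgCl2, 0.05% BSA, 0.01% Tween-20; cpd pinned; ADP 130 uM final; 45 min RT; Kinase-Glo Plus 10 min; luminescence endpoint.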
# LmPK inhibitor: LmPK (Leishmania mexicana) enzyme inhibition; Q27686; purified LmPK, Kinase-Glo ATP luminescence, 1 h; Potency, µM (highest dose often 57.5 µM), for inactives: at the highest dose activity change, negative = inhibition, actives largely listed as inhibitors; hit rate 0.37% among 290,000; AID 1721; note: potency is the fitted concentration of half-maximal effect
# Target sequence (Q27686 whole entry, looked up): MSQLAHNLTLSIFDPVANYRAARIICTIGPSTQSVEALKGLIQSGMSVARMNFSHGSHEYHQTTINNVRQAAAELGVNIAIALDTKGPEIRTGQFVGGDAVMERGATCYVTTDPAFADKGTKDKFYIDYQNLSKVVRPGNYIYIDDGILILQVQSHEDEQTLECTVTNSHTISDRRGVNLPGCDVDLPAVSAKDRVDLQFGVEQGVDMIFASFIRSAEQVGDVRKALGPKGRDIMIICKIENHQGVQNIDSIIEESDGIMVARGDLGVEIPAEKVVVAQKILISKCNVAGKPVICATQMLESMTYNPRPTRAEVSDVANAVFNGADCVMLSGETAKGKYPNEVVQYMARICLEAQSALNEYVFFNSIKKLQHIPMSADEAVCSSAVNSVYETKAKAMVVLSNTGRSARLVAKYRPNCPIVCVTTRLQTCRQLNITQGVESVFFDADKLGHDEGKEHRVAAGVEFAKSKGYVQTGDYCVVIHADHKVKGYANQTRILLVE
#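 Pyruvate kinase activity monitored as ATP production (luciferase luminescence). Conditions: 0.1 nM enzyme, 0.5 mM PEP, 0.1 mM ADP, 1 h, RT; normalized against uninhibited and no-enzyme wells.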
# AmpC no deterg: AmpC beta-lactamase inhibition without detergent. P00811. AmpC nitrocefin hydrolysis, absorbance 480 nm, 0.0001% Triton. Potency, µM (top dose mostly 57.1 µM), inactives show at the highest dose activity change, negative = inhibition, usual class: inhibitors. hit rate 0.52% among 330,000. AID 485341;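 note: potency is the fitted concentration of half-maximal effect; plate controls were no compound for no effect and no enzyme for full effect; nearly all actives have a fitted effect of over 20% in size; some results filed as inactive show a strong effect at the top dose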
#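 AmpC (5.3 nM in the dispensed reagent) in 20 mM phosphate pH 7.0 with 0.01% (detergent screen) or 0.0001% Triton X-100 was preincubated with compounds for 15 min at room temperature. Nitrocefin was then added from an 800 uM solution, and hydrolysis was followed at 480 nm.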
# * = called active by the depositor; ? = inconclusive; · = no result given; & = joins results of further samples; [ ] = remark or other dose. Unless noted, calls come from the whole dose curve; as a rule, active = well fitted curve in the direction sought with a large enough effect; inconclusive = small, poorly fitted or top-dose-only effect, or another doubt; inactive = no such curve, though single readings can be large; an effect the other way counts as inactive or inconclusive. Unless noted, % is set by controls: 0 for no effect and ±100 for the full control effect. The order is random. About 7.5% of those tested had a hit in this group.
SMILES,HCV inh,AmpC detergent,HCMV inh,AMA1-RON2 inh,TbPYK inhibitor,LmPK inhibitor,AmpC no deterg
O=S(=O)(c1ccc(SCCOc2ccc(Cl)cc2)nc1)N1CCCC1,?,0%,-1,34%[activator],-9%,·,-28%
COc1ccc(/C=C/CN2CCN(CC(C)C)C(CCO)C2)cc1 (stereo not drawn),0%,7%,10,2%,-12%,5%,28%
O=S(=O)(c1ccc(Cl)cc1)N1CCN(CCc2ccncc2)CC1,-9%,5%,?,-12%,1%,0%,138%[activator]
CC1CC(=O)c2c(cc3c(-c4c(O)cc(O)c5c(O)c6c(cc45)OC(C)CC6=O)c(O)cc(O)c3c2O)O1 (stereo not drawn),4.5µM*,0%,·,?,-5%,-22%,-36%
CC1CN(C2CCN(C(=O)COc3ccccc3)CC2)CC(C)O1 (stereo not drawn),24%,-9%,33,-25%,6%,-1%,-8%
CC(C)(C)NC(=O)COC(=O)CCC(=O)c1cccs1,17%,1%,-10,-21%,-2%,1%,-23%
Cc1oc2ncn(CC(C)C)c(=O)c2c1C(=O)NC(C)c1ccccc1 (stereo not drawn),·,-4%,-1,·,-2%,·,·
CC(C)C(NC(=O)c1ccc2c(c1)OCO2)C(=O)N/N=C\c1ccco1 (stereo not drawn),16%,4%,8,0%,-4%,-1%,-9%
Cc1c(C(=O)NNC(=O)c2ccncc2)oc2ccc(Br)cc12,17%,?,-25,37%[activator],-2%,·,-7%
CC(=O)c1ccc(NC(=O)c2sc3nc4n(c(=O)c3c2C)CCCCC4)cc1,11µM*,-1%,23,-7%,1%,4%,45%
CCCCC(=O)Nc1ccc(NC(=S)NC(=O)CC)cc1OC,-11%,-6%,-16,-12%,-7%,2%,-26%
O=C(c1ccc(Cl)cc1)C(Cn1cncn1)C(Sc1ccccc1)c1ccccc1 (stereo not drawn),-5%,-13%,5,-3%,2%,3%,16%
COc1ccccc1Nc1ncc2c(n1)CCN(Cc1cc(F)cc(F)c1)C2,·,10%,-9,·,-1%,·,·
CCN(CC)S(=O)(=O)c1cccc(-c2nnc(SCC(=O)NC3CCCCCCC3)n2N)c1,1%,0%,16,-3%,4%,6%,74%[activator]
CCOC(=O)c1c(NC(=O)Cc2ccccc2)sc2c1CC(C)(C)NC2(C)C,?,?,-5,-3%,2%,-7%,99%[activator]
COc1cccc(C2C(C#N)=C(N)OC(C(C)(C)C)=C2C#N)c1 (stereo not drawn),19%,-6%,12,-10%,-11%,1%,-32%
Cc1ccc(-n2c(=O)cc(N3CC(C)OC(C)C3)[nH]c2=O)cc1 (stereo not drawn),21%,-4%,15,1%,-7%,-1%[11.5 µM],-16%
Cc1ccc(NC(=O)CN(c2ccc(Cl)cc2)S(=O)(=O)c2cc([N+](=O)[O-])ccc2Cl)cc1,-19%,-5%,?,20%,-3%,2%,-49%
COC(=O)Cc1ccc(NC(=S)NNC(=O)C2CC2)cc1,16%,6%,30,9%,-2%,2%,-2%
O=C1CCN(Cc2ccc(O)cc2)CCN1[C@H](CO)c1ccccc1,18%,?,6,9%,-1%,-5%,10%
CCc1ccc(NC(=O)CC2C(=O)NCCN2C(=O)c2ccc(F)cc2)cc1 (stereo not drawn),24%,1%&5%,49&0,11%,-29%&-13%,-4%,55%
CC(Oc1ccc(Br)cc1)C(=O)N1CCN(c2ccccn2)CC1 (stereo not drawn),-25%,?,6,5%,5%,-4%,82%[activator]
CCCn1c(C(C)NC(C)=O)nc2ccccc21 (stereo not drawn),18%,?,-28,3%,3%,2%,0%
O=C(NCCc1csc(-c2ccccc2)n1)c1ccc(Br)o1,?,?,3,-2%,0%,3%,-1%
COc1ccc(NS(=O)(=O)c2cc3c(cc2C)N(C(C)=O)CCO3)cc1OC,7%,-10%,3,-2%,-3%,0%,4%

# The list goes on.
SMILES,HCV inh,AmpC detergent,HCMV inh,AMA1-RON2 inh,TbPYK inhibitor,LmPK inhibitor,AmpC no deterg
Cc1ccccc1-c1nc(CS(=O)(=O)CC(=O)NCCCN2CCN(C)CC2)c(C)o1,5%,?,-26&-2,-8%,6%&-5%,-4%,30%
CCN(C(=O)c1cc2c(s1)-c1ccccc1OC2)c1cc(OC)ccc1OC,13µM*,?,5,-19%,-6%,-2%,9%
C[C@H](NC(=O)c1[nH]cnc1C(=O)Nc1ccccc1)C(=O)OC(C)(C)C,22%,3%,-2,124%[activator],11%,2%,-29%
O=C(c1c[nH]c2ccc(S(=O)(=O)N3CCOCC3)cc2c1=O)N1CCN(c2ccccn2)CC1,0%&-6%,0%,21,1%,-6%,-3%,-9%
CC(C)NC(=O)C1(C#N)C=C1c1ccccc1 (stereo not drawn),·,·,?,-6%,-3%,·,·
Cc1ccc(SCC(=O)O/N=C(\N)c2cccc([N+](=O)[O-])c2)cc1,13%,-2%,19,-8%,4%,-3%,-2%
COCCNC(=O)C(c1ccc(F)cc1)N(CCOC)C(=O)CCC(=O)Nc1ccccn1 (stereo not drawn),22%,-12%,0,18%,12%,1%,5%
CCCCCn1c(CN2CCN(Cc3ccccc3)CC2)nc2c1c(=O)n(C)c(=O)n2C,-15%,-10%,12,18%,-9%,1%,146%[activator]
Cc1ccc(NC(=O)NC(=O)N(C(C)C)S(C)(=O)=O)nc1,39%[activator],?,11,-1%,-1%,-3%,0%
O=C1NC(=O)C2C1C1(Cl)C(Cl)=C(Cl)C2(Cl)C1(Cl)Cl (stereo not drawn),-2%,·,-15,1%,0%,·,·
N#Cc1ccc(Cn2cc(C=O)c3ccccc32)cc1,4%,-16%,1,6%,-1%,-2%,-19%
COc1ccc(N2CCN(CCNC(=O)CCC(=O)NNc3nc4ccccc4c4nc(C)nn34)CC2)cc1,3%,-2%,·,9%,-8%,-1%,-4%
CSc1ncc(C(=O)Nc2ccc(Cl)cc2C(=O)c2ccccc2)c(C)n1,·,7%,15,·,0%,·,·
C=CCn1c(C)cc(C(=O)COc2ccc(N(C)S(=O)(=O)c3ccc(NC(C)=O)cc3)cc2)c1C,8.9µM*,·,-21,-7%,-3%,·,4%
CCN(CC)S(=O)(=O)c1ccc2c(c1)N(CC(=O)Nc1ccc(OC)cc1)C(=O)CS2,·,0%,11,·,-3%,·,·
c1ccc(NCc2ccccn2)cc1,25%,-14%,-29,26%,-1%,-7%,-12%
COc1ccc2c(c1)CC/C(=C\C=C\c1ccccc1OC)C2=O,?,-16%,13,-10%,-9%,0%,-29%
COc1cc(OC)cc(C(=O)N[C@H](C(=O)Nc2cc(C)cc(C)c2)C(C)C)c1,?,3%,-76*,24%,2%,4%,-8%
CCSc1nnc(-c2cc(Br)ccc2N)c(=O)[nH]1,-19%,-1%,-5,-4%,3%,2%,-16%
C/C(=N\NC(=O)c1ccco1)c1ccc(NC(=O)c2ccccc2)cc1,-15%,1%,89,15%,-3%,-12%,-14%
O=C(O)C1C2CCC(C2)C1C(=O)Nc1ccc(Cl)c(Cl)c1 (stereo not drawn),14%,·,55,-8%,4%,·,·
COc1ccccc1C(=O)NC(=O)COc1ccc(Cl)cc1Cl,4%[8.37 µM],?,-17,-7%,6%,·,?
C/C(=N\OCc1ccc(C#N)cc1)c1cc2ccccc2o1,?,-1%,?,7%,-6%,4%,-37%
COc1ccccc1NC(=O)CCN1CCN(C)CC1,2%,3%,-2,-1%,7%,-5%,9%
CC1CCc2nc(NC(=O)C3CCCO3)sc2C1 (stereo not drawn),11%,-5%,75,3%,-7%,-11%,-25%

# Grouped by structure: those above with a Cl atom (eight)
SMILES,HCV inh,AmpC detergent,HCMV inh,AMA1-RON2 inh,TbPYK inhibitor,LmPK inhibitor,AmpC no deterg
O=S(=O)(c1ccc(SCCOc2ccc(Cl)cc2)nc1)N1CCCC1,?,0%,-1,34%[activator],-9%,·,-28%
O=S(=O)(c1ccc(Cl)cc1)N1CCN(CCc2ccncc2)CC1,-9%,5%,?,-12%,1%,0%,138%[activator]
O=C(c1ccc(Cl)cc1)C(Cn1cncn1)C(Sc1ccccc1)c1ccccc1 (stereo not drawn),-5%,-13%,5,-3%,2%,3%,16%
Cc1ccc(NC(=O)CN(c2ccc(Cl)cc2)S(=O)(=O)c2cc([N+](=O)[O-])ccc2Cl)cc1,-19%,-5%,?,20%,-3%,2%,-49%
O=C1NC(=O)C2C1C1(Cl)C(Cl)=C(Cl)C2(Cl)C1(Cl)Cl (stereo not drawn),-2%,·,-15,1%,0%,·,·
CSc1ncc(C(=O)Nc2ccc(Cl)cc2C(=O)c2ccccc2)c(C)n1,·,7%,15,·,0%,·,·
O=C(O)C1C2CCC(C2)C1C(=O)Nc1ccc(Cl)c(Cl)c1 (stereo not drawn),14%,·,55,-8%,4%,·,·
COc1ccccc1C(=O)NC(=O)COc1ccc(Cl)cc1Cl,4%[8.37 µM],?,-17,-7%,6%,·,?
